# Screening data deposited in PubChem BioAssay by several laboratories.
# S1P4 antagonist – S1P4 receptor antagonists, primary screen, cell-based. S1P4-expressing cells, antagonist mode, reporter read-out. inhibition, % at 4.98 µM. actives 0.26% (n = 220,000); in the data active = inhibition above about 29%;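 note: 0% = wells stimulated with agonist and 100% = vehicle wells without agonist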
# RBBP9 inh – human RBBP9 inhibitors, primary screen, biochemical, fluorescence polarization, FP-Rh probe, HTS; Serine hydrolase RBBP9 (Homo sapiens), O75884; recombinant RBBP9; inhibition, % at 7.94 µM; actives 0.2% (n = 220,000); AID 1515, 2009;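 active = inhibition above the campaign mean of all tested compounds plus 3 SD, cut at about 14% in these data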;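 note: plate controls were DMSO wells with RBBP9 for no effect and wells lacking RBBP9 protein for full effect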
# Target sequence (O75884 whole entry, looked up): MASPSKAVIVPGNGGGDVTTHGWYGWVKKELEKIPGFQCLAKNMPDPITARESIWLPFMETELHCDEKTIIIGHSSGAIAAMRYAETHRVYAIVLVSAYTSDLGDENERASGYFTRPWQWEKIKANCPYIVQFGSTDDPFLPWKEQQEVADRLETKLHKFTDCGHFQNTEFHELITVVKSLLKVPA
#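 Test system: recombinant human RBBP9. Quantity: 2.5 µM RBBP9 dispensing solution, before mixing. Detection: FP readout at 525/598 nm. Reagent: Serine-hydrolase probe FP-Rh, 375 nM pre-mixing. Measure: % inhibition. Control set: DMSO-treated enzyme wells and wells lacking RBBP9. Buffer or medium: Tris-NaCl-Pluronic buffer, pH 8.0. Times: preincubation 30 min plus labeling 45 min at 25 °C.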
# Runt-CBFb FRET – inhibitors of RUNX1 Runt–CBFb binding, primary screen, biochemical, FRET, Cerulean-Runt, Venus-CBFb, uHTS | Runt-related transcription factor 1 (Homo sapiens) + Core-binding factor subunit beta … | Cerulean-Runt/Venus-CBFb FRET ratio 530/480, 1 h | inhibition, % at 20 µM | actives 0.46% (n = 220,000) | AID 1496, 2009;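 active = inhibition over about 50% at 20 µM in the single-dose screen, limit read from the data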;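 note: 0% = DMSO wells and 100% = excess unlabeled CBFb competitor control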
# Target sequence (Q01196 whole entry, looked up): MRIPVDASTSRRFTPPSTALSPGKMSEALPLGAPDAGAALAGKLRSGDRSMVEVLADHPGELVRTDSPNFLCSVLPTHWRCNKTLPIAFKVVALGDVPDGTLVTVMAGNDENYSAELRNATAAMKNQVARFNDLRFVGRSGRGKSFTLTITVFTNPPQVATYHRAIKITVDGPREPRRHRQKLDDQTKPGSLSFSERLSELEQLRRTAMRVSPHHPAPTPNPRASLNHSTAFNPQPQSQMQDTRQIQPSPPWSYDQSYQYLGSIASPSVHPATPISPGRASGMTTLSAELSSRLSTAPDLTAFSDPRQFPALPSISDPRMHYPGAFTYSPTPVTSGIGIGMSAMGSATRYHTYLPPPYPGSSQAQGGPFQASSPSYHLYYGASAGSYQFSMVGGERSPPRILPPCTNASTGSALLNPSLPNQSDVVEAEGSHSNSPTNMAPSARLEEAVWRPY
# Target sequence (Q13951 whole entry, looked up): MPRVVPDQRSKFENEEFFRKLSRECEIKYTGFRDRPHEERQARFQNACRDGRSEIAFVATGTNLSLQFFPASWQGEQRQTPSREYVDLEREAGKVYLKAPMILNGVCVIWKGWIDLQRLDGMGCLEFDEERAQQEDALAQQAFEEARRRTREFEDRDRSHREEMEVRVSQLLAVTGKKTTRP
#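 Doses: 20 µM compound in 1% DMSO | Material: Cerulean-labeled Runt domain protein | Amount: Each fluorescent fusion protein 100 nM | Schedule: Two 1 h room-temperature incubations shielded from light | Measured by: FRET fluorescence | Evaluation: Loss of energy transfer signal | Controls: Unlabeled CBFb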
# BaF3 parental – parental Ba/F3 cell viability inhibition, counter-screen for JAK2V617F inhibitor project, murine pro-B, CellTiter-Glo luminescence; CellTiter-Glo ATP luminescence; inhibition, % at 5.6 µM; actives 1.1% (n = 220,000);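 active = inhibition above a per-campaign cutoff, the mean inhibition of all tested compounds plus 3 SD, cut at about 27% in these data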;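 note: 0% = DMSO wells and 100% = JAK Inhibitor I control wells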
# NPY Y1 blocker – NPY-Y1 receptor antagonists, primary screen, cell-based; AID 1040, 2008; Neuropeptide Y receptor type 1 (Homo sapiens), P25929; HEK293-CNG Y1 cells, membrane potential fluorescence; NPY at EC95, then isoproterenol; inhibition, % at 3.6 µM; actives 1% (n = 200,000);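 active = inhibition above the campaign mean inhibition of all tested compounds plus 3 SD, cut at about 20% in these data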;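 note: 0% = DMSO wells given NPY plus isoproterenol and 100% = isoproterenol alone without NPY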
#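 Material: HEK293 Y1/CNG channel cell line | Also added: NPY (25 nM), isoproterenol (1 µM), Ro 20-1724 (25 µM) | Compound: One concentration, 3.6 µM, in 0.4% DMSO | Schedule: 3 h dye uptake, 1 h room-temperature compound, 45 min post-isoproterenol | Signal: Membrane-potential fluorescent dye readout | Read-out: % inhibition of NPY effect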
# NPY1 pot ag – NPY-Y1 receptor potentiators or agonists, primary screen, cell-based. NPY-Y1 expressing cells, potentiator/agonist activation. activation, % at 3.6 µM. actives 0.37% (n = 220,000). AID 1304, 2008; in the data active = activation above about 33%, passing the limit was not always enough;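 note: cells stimulated with NPY at EC10 then isoproterenol at EC100; 0% = low agonist plus stimulus and 100% = saturating agonist plus stimulus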
# NPY-Y2 PAM-ag – NPY-Y2 potentiators or agonists, primary screen, cell-based; Neuropeptide Y receptor type 2 (Homo sapiens), P49146; cells expressing NPY-Y2, potentiator/agonist read-out; activation, % at 3.6 µM; actives 0.45% (n = 220,000); AID 1359, 2008; in the data active = activation above about 27%;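 note: cells stimulated with NPY near EC25 plus isoproterenol at EC100; 0% = vehicle plus submaximal agonist and 100% = vehicle plus saturating agonist; some results beyond the cut were filed as inactive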
# Ba/F3 V617F tox – reduced viability of JAK2V617F-dependent Ba/F3 cells, primary screen, JAK2V617F inhibitor project, cell-based, Ba/F3 EpoR-JAK2V617F, luminescence; ATP luminescence; inhibition, % at 5.6 µM; actives 1.1% (n = 220,000); AID 1446, 2008;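 active = inhibition above the campaign mean plus 3 SD over all tested compounds, cut at about 24% in these data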;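 note: cytokine-independent growth of Ba/F3 cells driven by EpoR plus mutant JAK2; 0% = DMSO-treated cells and 100% = JAK inhibitor I control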
# S1P4 agonist – S1P4 receptor agonists, primary screen, cell-based; S1P4-expressing cell line, agonist reporter assay; actives 0.35% (n = 220,000); AID 1509, 2009; activation, % at 4.98 µM; in the data active = activation above about 11%;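 note: 0% = DMSO vehicle and 100% = reference agonist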
# An asterisk follows results filed as active; x = no result given.
SMILES,S1P4 antagonist,RBBP9 inh,Runt-CBFb FRET,BaF3 parental,NPY Y1 blocker,NPY1 pot ag,NPY-Y2 PAM-ag,Ba/F3 V617F tox,S1P4 agonist
O=C1C(Cc2ccccc2)S/C(=N/N=C/c2ccco2)N1c1ccccc1 (centres undefined),-14,-8,1,2,7,-10,-5,-2,1.4
CC(=O)c1c(C)[nH]c(C(=O)OCC(=O)Nc2ccc(Cl)cc2[N+](=O)[O-])c1C,-7,-5,-1,0,-1,15,0,0,1.6
Brc1ccccc1-c1nnc(-c2cccnc2)o1,-13,-2,1,2,3,7,2,3,-0.3
COc1ccc(-c2onc3ccc(Cl)cc23)cc1OC,4,-2,x,8,15,1,-17,4,-1.7
Cc1c(Br)c(C(F)(F)F)nn1CC(=O)NCc1ccccc1,-14,1,-1,7,5,-6,17,2,-2.6
CCCN1C(=O)c2cc(C(=O)Nc3cccc(C(C)=O)c3)ccc2C1Nc1cccc(C(C)=O)c1 (centres undefined),-9,-11,-9,5,x,-10,4,-1,0.8
COc1ccc(/C=N\NC(=O)c2ccc(Cn3cc(Br)c([N+](=O)[O-])n3)o2)c(OC)c1C,-15,5,-1,-2,7,-3,-4,-2,-0.3
Cc1cc(N2CCN(C)CC2)nc2ccc(NC(=O)c3cccnc3Cl)cc12,10,3,-4,1,3,-5,10,-4,-3.6
Cc1sc2ncnc(Nc3ccccc3)c2c1C,6,0,0,7,6,-10,-9,2,1.5
Cc1cc(Cl)cc(C)c1OCCCCn1ccnc1,-4,8,0,5,-2,0,6,0,-1.0
Cn1nc(C(F)(F)F)c(C#N)c1N1CCN(c2cccc(C(F)(F)F)c2)CC1,4,3,2,3,7,17,7,1,0.6
Cc1nc(C(=O)N2CCc3c([nH]c4ccccc34)C2c2cc(F)ccc2F)cs1 (centres undefined),-2,1,-1,5,-2,-2,1,-1,-1.4
c1ccc(-n2c(SCC3CCCCO3)nnc2-c2cccs2)cc1 (centres undefined),18,3,-1,1,4,-8,-1,3,-2.5
NS(=O)(=O)c1ccc(NC(=S)N2CCN(Cc3ccc4c(c3)OCO4)CC2)cc1,8,-4,26,7,-2,22,-12,-1,1.3
Cc1cc(C(=O)OCC(=O)c2ccc3c(c2)NC(=O)CO3)c2ccccc2n1,-20,-10,-2,6,13,-12,-18,2,2.6
Cc1c(C(=O)N/N=C/c2ccc(N(C)C)cc2)[nH]c2ccc(Cl)cc12,3,-6,-119,1,6,-7,-3,0,-0.3
CN1CCN(CCCNC(=O)c2ccc(/C=C3\Sc4ccccc4N(Cc4ccccc4F)C3=O)cc2)CC1,3,-9,13,10,-6,-1,-6,5,2.4
COc1ccc2c(c1)C1(Nc3ccccc3-c3nc4ccccc4n31)C(=O)N2C (centres undefined),-9,-2,-3,2,7,-9,-12,-2,0.5
CCOC(=O)c1ccc(NC(=O)Oc2ccccc2)cc1,-2,-5,-1,-2,-4,-4,1,-2,-0.8
Cc1nn(C)c(C)c1CN(C)C(=O)C1c2ccccc2Oc2ccccc21,-1,5,1,-3,6,-35,-1,-4,-1.5
CCOc1ccc(-c2nnn(CC(=O)NCc3ccc(OC)cc3)n2)cc1OCC,8,0,-4,1,-1,12,9,-2,-1.4
Cc1nc2cc(NC(=O)NCCC3=CCCCC3)ccc2o1,10,-1,-2,4,2,-23,-13,-2,0.4
COc1ccc(/C=C2\N=C(C)N(c3ccc4ccccc4c3)C2=O)cc1OC,-1,-5,-18,2,-2,11,14,-2,1.0
CC1CN(c2ncc(/C=N/NC(=O)c3ccccc3O)s2)CC(C)O1 (centres undefined),-5,-5,-1,1,4,4,0,-1,0.1
Cc1ccc2cc(CN(Cc3nnnn3C3CCCC3)C3CCCCC3)c(=O)[nH]c2c1C,-27,5,1,5,-3,0,-6,-3,0.1

# (cont.)
SMILES,S1P4 antagonist,RBBP9 inh,Runt-CBFb FRET,BaF3 parental,NPY Y1 blocker,NPY1 pot ag,NPY-Y2 PAM-ag,Ba/F3 V617F tox,S1P4 agonist
Cc1ccc2c(c1)C1C3CCC(C3)C1S(=O)N2 (centres undefined),-27,-4,-1,-1,-5,2,5,-3,-0.4
O=C(c1ccccn1)N1CCN(c2cccc(C(F)(F)F)c2)CC1,-6,-7,-1,5,4,1,9,2,2.3
CN(C)c1ccc(/C=C/C(=O)c2ccc(O)cc2)cc1[N+](=O)[O-],7,-6,-3,0,x,-8,-4,1,-0.6
Oc1ccc(/C=N/N2CCN(c3ccccn3)CC2)cc1,-3,-10,-1,-1,x,12,-5,-2,1.0
COc1ccc(-c2ccc(SCC(=O)N3c4ccccc4CC3C)nn2)cc1OC (centres undefined),-16,-5,-6,10,2,-2,-18,4,0.6
COc1ccc(-c2nc3c4ccccc4ccn3c2CN2CCOCC2)cc1OC,-16,-2,2,1,x,-22,-10,0,0.6
O=c1[nH]c(Nc2ccccc2)cc2ccccc12,-20,2,-2,9,-6,21,6,-3,0.6
CCN(C(=O)CSc1nnnn1C)c1c(N)n(Cc2ccccc2)c(=O)[nH]c1=O,-15,-4,1,3,5,-2,-1,-4,2.3
CCOC(=O)C1CCCN(S(=O)(=O)c2ccc(NC(C)=O)cc2)C1 (centres undefined),8,4,0,-4,-7,3,0,-7,-2.9
Cc1cccc(Cn2c(C(=O)OC(C)C)cc3c2ccn3C)c1,21,-10,23,3,9,-15,-33,1,-0.9
Cc1ccccc1NC(=O)Cn1c(NCC(C)O)nc2ccccc21 (centres undefined),-4,-1,0,4,0,16,11,-2,2.1
CCOC(=O)C1=C(CSc2nc(-c3ccccc3)ccc2C#N)OC(N)=C(C#N)C1c1cccnc1 (centres undefined),0,2,13,0,0,9,-6,-4,-0.5
O=C(c1ccco1)N1CCN(C(c2cccs2)c2nnnn2C2CCCCC2)CC1 (centres undefined),-7,2,-2,0,-4,-2,5,-4,-1.8
Cc1ccc2cc(CN(CC3CCCO3)C(=S)NCc3ccco3)c(=O)[nH]c2c1 (centres undefined),2,-7,16,2,2,-9,-11,2,0.8
CCCC(c1nnnn1CCOC)N(Cc1cc2cc(C)c(C)cc2[nH]c1=O)CC1CCCO1 (centres undefined),-8,2,10,9,-1,6,-18,4,-1.0
O=[N+]([O-])c1cc(-c2cnc3ccccc3n2)ccc1Cl,-15,4,-1,-2,-2,9,8,-4,1.5
N#Cc1c(NC(=O)CSc2nc3c(c(C(F)(F)F)n2)CCc2ccccc2-3)sc2c1CCCC2,-6,1,2,0,3,2,6,-5,-2.9
COc1cccc(CNS(=O)(=O)/C=C/c2ccc3c(c2)OCO3)c1,-7,8,-1,5,11,-34,-15,-1,1.3
CN(C1CCS(=O)(=O)C1)S(=O)(=O)c1ccccc1 (centres undefined),-4,-6,x,9,4,12,-2,-2,0.3
COc1ccc(NC(=O)C(CCS(C)(=O)=O)N2C(=O)c3ccccc3C2=O)cc1 (centres undefined),-5,-1,-2,0,2,-2,10,-3,0.4
COc1ccc(C2c3c(ccc4ccccc34)Oc3ncn4nc(-c5ccco5)nc4c32)cc1OC (centres undefined),2,-1,1,3,-1,-2,11,-2,4.2
CCOC(=O)c1sc(NC(=O)c2cccc(S(=O)(=O)N(CC)CC)c2)cc1C,14,-3,-1,0,-4,-19,-2,-3,-1.7
CSCCC(NS(=O)(=O)c1ccc2c(c1)oc(=O)n2C)C(=O)NC1CCCc2ccccc21 (centres undefined),3,4,-1,11,2,2,-1,0,-0.7
Cc1cc(NC(=O)c2c(-c3c(Cl)cccc3Cl)noc2C)n(C)n1,7,-1,3,-5,x,3,-11,0,0.3
COC(=O)c1cccc(NC(=O)C(C)N2C(=O)c3ccccc3C2=O)c1 (centres undefined),-4,0,1,-2,5,3,-8,-4,0.6

# (further entries)
SMILES,S1P4 antagonist,RBBP9 inh,Runt-CBFb FRET,BaF3 parental,NPY Y1 blocker,NPY1 pot ag,NPY-Y2 PAM-ag,Ba/F3 V617F tox,S1P4 agonist
CCc1nc(C)cn1S(=O)(=O)c1ccc(Cl)c(Cl)c1Cl,0,2,0,-1,-2,-11,-6,-4,-1.7
COc1cccc(NC(=S)N(CCc2ccc(OC)c(OC)c2)Cc2ccccn2)c1,-11,-11,0,4,-3,8,5,0,-0.6
Cc1cc(=O)[nH]c(=S)n1-c1ccccc1,-1,-4,1,0,-2,2,14,-3,1.8
Cc1ccc(C(=O)Nc2cccc(Oc3ccccc3)c2)o1,-9,-5,2,12,-1,-5,-16,1,3.0
COc1ccc(Br)cc1/C=N/NC(=O)c1cccc(S(=O)(=O)N2CCOCC2)c1,-1,-11,-2,-1,-6,14,12,0,0.0
c1ccc(-n2ncc3c2ncn2nc(-c4ccco4)nc32)cc1,-12,-4,8,0,0,6,5,0,-2.1
CCCc1cc(=O)[nH]c(SCC(=O)Nc2ncc(S(=O)(=O)c3ccc([N+](=O)[O-])cc3)s2)n1,4,-10,-1,-3,x,-6,-4,0,-1.3
CCCCNC(=S)Nc1cccc(C(C)=O)c1,-9,-9,-1,-1,-1,-5,0,-1,0.6
O=C(CNC(=S)N(CCCN1CCOCC1)Cc1cccs1)NC1CCCCCCC1,-1,-3,-6,13,9,-2,11,2,0.2
Cc1cc(C)c2nc(SCC#N)cc(C)c2c1,-5,-4,-3,8,1,-8,-9,-1,0.7
COC(=O)c1sc(NC(=O)CCCn2nc([N+](=O)[O-])cc2C)c(C(=O)OC)c1C,-12,2,-1,5,-5,13,1,1,1.4
O=C(COc1ccc(Cl)cc1)NCc1nnc(SCC(=O)NCc2ccc3c(c2)OCO3)o1,-3,-4,-1,7,3,9,-5,-2,-1.6
Cn1c(=O)[nH]c(=O)c2c1nc(N1CCCCC1)n2CCCSc1nc2ccccc2s1,-6,1,-2,6,11,-35,-8,1,-0.5

# Another view of 4 compounds above:
structure	S1P4 antagonist	RBBP9 inh	Runt-CBFb FRET	BaF3 parental	NPY Y1 blocker	NPY1 pot ag	NPY-Y2 PAM-ag	Ba/F3 V617F tox	S1P4 agonist
COc1ccc(Br)cc1/C=N/NC(=O)c1cccc(S(=O)(=O)N2CCOCC2)c1	-1	-11	-2	-1	-6	14	12	0	0.0
c1ccc(-n2ncc3c2ncn2nc(-c4ccco4)nc32)cc1	-12	-4	8	0	0	6	5	0	-2.1
CCCc1cc(=O)[nH]c(SCC(=O)Nc2ncc(S(=O)(=O)c3ccc([N+](=O)[O-])cc3)s2)n1	4	-10	-1	-3	x	-6	-4	0	-1.3
CCCCNC(=S)Nc1cccc(C(C)=O)c1	-9	-9	-1	-1	-1	-5	0	-1	0.6
